LDHA inh: blocks human lactate dehydrogenase A | P00338 | 480,000 compounds, 0.15% hits | activity change, % (values are at about 110 or 230 µM) | purified LDHA, NADH/diaphorase-resazurin fluorescence; hits give low values; in the data active = activity change below about -30%;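 also: plate controls were DMSO wells for no effect and wells without enzyme for full effect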
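Enzyme activity of human lactate dehydrogenase 5 (2 nM; 0.06 mM NADH, 0.2 mM pyruvate, 5 min, RT) is measured via a resazurin/diaphorase fluorescence readout of residual NADH.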
* hit, by the source's call. The list is partial, so the mix of outcomes need not match the whole.

LDHA inh,mol
1.6,COc1cc(-c2nc3c(s2)CN(C(C(=O)O)c2c[nH]c4cc(F)ccc24)CC3)cc(OC)c1OC (configuration not stated)
9.7,CCCc1cc(C(=O)OCC(=O)NC(=O)NC2CCCC2)sc1C
-2.5,CCc1ccc(NC(=O)c2ncoc2-c2cccc(OC)c2)cc1
6.9,COc1ccc2[nH]c(C)c(C(=O)CN3CCC(C)CC3)c2c1
-8.5,Cc1cccc(-c2cc(C(=O)NCc3ccncc3)c3ccccc3n2)c1
-0.5,CCCC(=O)Nc1cccc(C(=O)NCCc2ccccc2)c1
-4.5,CC(=O)Nc1cccc(C(C)NC(=O)NC(c2ccc(Cl)cc2)C(C)C)c1 (configuration not stated)
-1.2,COc1cccc2c(Nc3ccccc3O)cc(C)nc12
1.1,Cc1ccc2nc(NC(=O)CSc3nccn3Cc3ccc4c(c3)OCO4)sc2c1
-2.6,Cc1cc2c(s1)c1cnn(Cc3c(F)ccc(C)c3Cl)c(=O)c1n2C
-0.1,CC(C)NC(=O)CCCC(=O)NCC1(c2ccccc2)CC1
16.2,C=CC#CC[N+](CC)(CC)CC#Cc1ccccc1
-17.2,CC(C)CN1CCN(c2nc3c(c(=O)[nH]c(=O)n3C)n2Cc2ccc(Cl)c(Cl)c2)CC1
9.3,Cc1ccc(-c2nnn(CCC(=O)Nc3sc4c(c3C#N)CCCC4)n2)cc1
7.1,Cc1c(C#N)c(NC(=O)CSc2nnnn2-c2ccccc2)n(CC2CCCO2)c1C (configuration not stated)
0.8,CCCCc1ccc(NC(=O)c2cc3c(s2)CCCC3)cc1
-0.5,Cc1ccc(NS(=O)(=O)c2ccc(N/N=C/c3cc(C)[nH]c3C)c([N+](=O)[O-])c2)c(C)c1
3.3,CC(C)c1noc(CSc2nc(C3CC3)nc3ccccc23)n1
3.4,O=C(CNc1nc(Cl)nc2nc[nH]c12)NCCc1c[nH]c2ccc(F)cc12
0.1,O=C1NC(C(=O)O)=CC(c2cc(Cl)ccc2Cl)N1 (configuration not stated)

Carrying on.
LDHA inh,mol
3.7,CCCNc1c(NC(=O)NCC2CCC(C(=O)OCC)CC2)c(=O)oc2ccccc12 (configuration not stated)
1.5,O=C(c1ccco1)N1N=C(c2c(-c3ccccc3)c3ccccc3[nH]c2=O)CC1c1ccccc1 (configuration not stated)
19.6,O=C(O)CCCNC(=O)Cn1ccc2ccc(Br)cc21
-2.5,CCn1nc(C(=O)NCCC(C)C)c2ccccc2c1=O
3.3,CN(C)C(=O)c1ccc(Cl)cc1NS(=O)(=O)c1cc(F)ccc1F
-0.5,N=C(N)c1cccc(C(F)(F)F)c1
-0.1,Cc1cc(NC(=O)CNc2cc(S(=O)(=O)N3CCOCC3)ccc2N2CCCC2)no1
5.1,CCC(=O)NCC1(c2ccccc2)CCCCC1
-6.2,COC(=O)c1sccc1S(=O)(=O)Nc1ccccc1OC(F)F
1.9,CCOc1cccc2cc(-c3nc(-c4ccc(F)cc4)no3)c(=O)oc12
0.7,CCOc1ccc(S(=O)(=O)N2CCN(Cc3ncc(-c4ccc(F)cc4)o3)CC2)cc1
-19.3,CS(=O)(=O)N1CCCc2cc(C(=O)CSc3nnc(C4CC4)n3Cc3ccccc3)ccc21
8.2,O=C(Cc1ccc(Br)cc1)OCc1cc(-c2ccc(Cl)cc2)no1
-2.5,Cc1cc(C(=O)NCC(C)c2ccccc2)c2cccc(C)c2n1 (configuration not stated)
-4.8,CN(CC(=O)Nc1ccccc1C(F)(F)F)Cc1nc2ccccc2o1
-9.1,O=C(O)c1cccn1-c1ccccc1
16.4,COC(=O)c1sc(N2C(=O)C(=O)/C(=C(/O)c3cccc(OC)c3)C2c2ccccc2F)nc1C (configuration not stated)
-22.4,COc1ccc(CCC(=O)Oc2ccc3ccc(OC)cc3c2)cc1
-11.6,CC(Sc1cccc2cccnc12)C(=O)NC(=O)NC1CC1 (configuration not stated)
-6.7,O=C(O)c1cc2ccc(Br)cc2[nH]1

Continued.
LDHA inh,mol
-18.3,CC1CN(Cc2nc3cc(Cl)ccc3n2Cc2ccccc2)CCO1 (configuration not stated)
2.9,CCCN(C)Cc1ccc2c(c1)OCO2
6.5,c1ccc(C(NCc2cccs2)c2ccccc2)cc1
2.7,CC(=O)NCCNC(=O)c1cc(=O)[nH]c2ccccc12
-0.7,COc1ccc(CCNC(=O)CCSc2nc(Cl)nc3nc[nH]c23)cc1
2.9,CCOC(=O)C(CC)Oc1ccc2c(=O)c(Oc3cccc(C)c3)c(C(F)(F)F)oc2c1 (configuration not stated)
-8.0,CC(C)OC(=O)NCCOC(N)=O
4.9,Cc1ccc(-c2noc(Cn3nc(C)c(S(=O)(=O)N4CCc5ccccc54)c3C)n2)cc1
-6.9,Cc1ccc2c(C)c(C(=O)NCC(c3cccs3)N3CCOCC3)oc2c1 (configuration not stated)
13.5,Cc1cc2oc(C(=O)NCC(c3cccs3)N(C)C)cc(=O)c2cc1C (configuration not stated)
5.5,C/C(=C\c1cccc(C(F)(F)F)c1)C1Nc2cccc3cccc(c23)N1
6.2,CC(=O)NCc1ccc(-c2csc(Nc3ccc(F)cc3)n2)s1
2.3,COc1cccc(C(=O)NCc2ccccc2)c1
3.1,CCOc1ccc(OCCC(=O)OCC(=O)Nc2c(F)cccc2F)cc1
-7.6,O=C(Nc1nnc(-c2ccco2)o1)c1ccncc1
-4.6,Cc1ccc(NC(=O)NC(=O)CN(C)c2ccccc2)c(C)c1
-17.1,O/N=C/c1c(O)c(Br)cc2oc3c(c12)CCCC3
3.2,CN(C)C1(CNC(=S)NCCc2ccccc2)CCCCC1
10.8,O=C(COC(=O)c1c2c(nc3ccccc13)CCCC2)c1ccc(Oc2ccc(Cl)cc2[N+](=O)[O-])cc1
-1.6,Cc1ccccc1NC(=O)COc1ncnc2ccc(Br)cc12

Next part.
LDHA inh,mol
2.0,Cn1cnc2c1c(=O)n(CC(=O)N1CCC1)c(=O)n2C
-1.4,O=C(O)c1cc(-c2ccccn2)nc2ccc(Cl)cc12
9.0,CCOC(=O)C(NC(=O)C1CC1c1cccc(C)c1)C(=O)OCC (configuration not stated)
-0.1,Cc1ccc(C(=O)NC(c2ccc(Cl)cc2)C2CC2)cc1 (configuration not stated)
2.6,O=S1CCNc2ccccc21 (configuration not stated)
2.4,CCCNC(=O)c1ccc(Cl)cc1-n1cnnn1
13.4,COc1ccc(S(=O)(=O)Nc2cccc(-c3ccc(N4CCCCC4)nn3)c2)c(OC)c1
-11.6,Cc1cc(C(=O)NCc2ccncc2)c2ccccc2n1
2.6,O=C(Cc1ccccc1)NC1CCN(c2ccc(S(=O)(=O)C(F)(F)F)cc2)CC1
-1.6,Cc1oc2ccc(NS(=O)(=O)c3ccccc3)cc2c1C(=O)O
1.4,Cc1cc(C(=O)OCc2cccnc2)c2ccccc2n1
1.3,CNC(=O)CN1CCN(c2nc(-c3ccccc3)c3ccccc3n2)CC1
2.9,CN1C(C(=O)N2CCN(c3ccccc3)CC2)=CC(c2ccc(F)cc2)=NS1(=O)=O
-1.8,CCc1ccc(C(C)NC(=O)Cc2cccs2)cc1 (configuration not stated)
-1.0,CCC(=O)N(c1ccc(OC)cc1OC)C1C=CS(=O)(=O)C1 (configuration not stated)
-3.3,O=C(c1cccc(C(F)(F)F)c1)N1CCCC(C(=O)N2CCCCCC2)C1 (configuration not stated)
-0.4,CCN1CCN(Cc2cc(=O)oc3cc(C)c(Cl)cc23)CC1
-2.7,Cc1nn(Cc2ccc(F)cc2)c(C)c1NC(=O)Nc1ccc2c(c1)OCO2
6.2,Cc1ccc(C(=O)NCCc2cccnc2)cc1
-3.5,CCn1c(SCC(=O)Nc2cccc(C(F)(F)F)c2)nc2c(c1=O)SCC2

New compounds follow:
LDHA inh,mol
-4.8,CCN(Cc1nnc(-c2ccc(Br)s2)o1)C1CC1
-3.1,CC(C)CN(C(=O)c1cc(-c2ccco2)nc2ccccc12)c1c(N)n(CC(C)C)c(=O)[nH]c1=O
5.4,COc1ccc(C2(C)N(O)C(C)C(c3cccs3)=[N+]2[O-])cc1 (configuration not stated)
-0.8,COc1ccc2nc(NS(=O)(=O)c3ccc(Cl)cc3)c(NCc3ccc4c(c3)OCO4)nc2c1
6.5,CC(Sc1nc(-c2ccccc2)cs1)C(=O)NC1(C#N)CCCCC1 (configuration not stated)
-1.8,Cc1cccc(Oc2coc3cc(OCc4ccc(F)cc4)ccc3c2=O)c1
29.7,Cc1csc(CNC(=O)c2ccc3cc[nH]c3c2)n1
8.9,COc1ccc(/C=C2\Oc3c(ccc(OS(C)(=O)=O)c3C)C2=O)c(OC)c1
-7.1,Clc1ccc2nc(-c3cccc(Br)c3)cn2c1
8.2,CC(C)n1c(CN2CCN(Cc3ccccc3)CC2)nc2c1c(=O)n(C)c(=O)n2C
-0.1,Clc1ccc2[nH]c3c(c2c1)CCCC3
0.6,Cc1ccccc1NS(=O)(=O)c1ccc(C(=O)N(C)CC(=O)Nc2cccc3ccccc23)cc1
15.0,Cn1nc(CC(=O)OCC(=O)NC2CC2)c2ccccc2c1=O
9.4,CCC1SC(C)C/C(=N\O)C1C (configuration not stated)
-4.5,CCN(CC)C(=S)Nc1ccccc1Cl
3.8,CCN1CCN(c2nc3ncn(CC(=O)Nc4ccc(F)c(C)c4)c(=O)c3s2)CC1
8.5,CCCCOC(=O)COc1ccc2c(=O)c(Oc3ccc(CC)cc3)c(C(F)(F)F)oc2c1
3.5,CC(=O)NC1(C(=O)NCC(=O)NC(C)(C)C)CCCCC1
4.2,CCCCCCc1ccc(C(=O)Oc2ccc(Cl)cc2)cc1
4.4,O=C(CCc1c[nH]c2ccccc12)Nc1ccccc1F

(list continues)
LDHA inh,mol
6.1,NC(=O)c1ccsc1NC(=O)COC(=O)c1ccc(F)c(F)c1
-0.2,CC(C)CNC(=O)CC(C)Cc1nnc2c(=O)n(-c3cccc(F)c3)ccn12 (configuration not stated)
0.4,Cn1c(=O)c2c(ncn2CC(=O)Nc2ccccc2Cl)n(C)c1=O
-1.0,CCCC(=O)N1CCC(C(=O)NCC2(c3ccc(F)cc3)CC2)CC1
-5.9,O=C(NCC(O)COc1ccc(C(F)(F)F)cc1)C1CCCCC1 (configuration not stated)
1.3,CN(C)C(=O)C(Sc1nncn1-c1ccccc1F)c1ccccc1 (configuration not stated)
4.2,CNC(=O)c1[nH]cnc1C(=O)NC1CCCCC1
-2.2,CCN1C(=O)CCc2cc(NS(=O)(=O)Cc3ccccc3)ccc21
-9.0,N#Cc1nc(Nc2cccc(Br)c2)nc(NC2CCCC2)n1
2.2,Cc1[nH][nH]c(=O)c1C(c1ccccc1OCc1ccccc1Cl)c1c(C)[nH][nH]c1=O
10.8,CCc1ccc2nc(Nc3nc(-c4cccc(OC)c4)cc(=O)[nH]3)nc(C)c2c1
0.8,Cc1ccc(F)c(NC(=S)NC2CC2)c1
26.0,CCCN1CCN(c2cc(C(=O)O)c3cc(NC(=O)C(C)C)ccc3n2)CC1
7.9,COc1ccc(Nc2nc3ccccc3nc2NS(=O)(=O)c2ccccc2)cc1Cl
0.6,CCn1c(COc2ccc(Cl)cc2)n[nH]c1=S
-24.3,CCc1nn2c(=O)cc(CN(CC)Cc3ccc(OCc4ccccc4)cc3)nc2s1
12.9,C=CCN1CCN(CC(=O)N(C)C)CC1
2.2,CN(CC(=O)NC1CC1)C(=O)Cc1cccc(C(F)(F)F)c1
9.7,CCOC(=O)c1cnc(N2CCN(c3ccccc3)CC2)c2ccccc12
2.5,CCC(=O)Nc1cccc(C(C)C)c1

Next part
LDHA inh,mol
6.2,CCC(C)(CNC(=O)c1cc2c(s1)CCC2)N1CCOCC1 (configuration not stated)
6.9,CCC1CCc2sc(C(=O)NC3CCCC3)cc2C1 (configuration not stated)
-11.6,O=C(OCc1ccc(-c2ccccc2)cc1)c1cnc2ccccc2n1
2.8,O=C(Nc1cc(C(F)(F)F)ccc1Cl)/C(=C/c1ccc(F)cc1)c1ccc(-c2ccccc2)cc1
-10.3,COc1ccc(C)cc1NC(=O)C(=O)NCCc1csc2nc(-c3ccccc3C)nn12
3.0,Clc1ccccc1CSc1nc(CN2CCOCC2)nc2ccccc12
0.4,COc1ccccc1NC(=O)C(C)N(c1ccccc1)S(C)(=O)=O (configuration not stated)
5.5,CC1CCC(C(C)C)C(OC(=O)COC(=O)CCC(=O)c2cccs2)C1 (configuration not stated)
-2.7,NC(=O)c1cn[nH]c1NCc1cccnc1
2.4,Nc1c(Cl)cc(NC(=O)c2cnc3ccccc3n2)cc1Cl
-7.5,Cc1ccccc1CSc1nc2nc[nH]c2c(=O)[nH]1
2.1,CCCc1cc(=O)oc2cc(OC(C)C(=O)NCc3ccncc3)c(Cl)cc12 (configuration not stated)
-5.5,CC(=O)NC(O)C(=O)c1ccc(C)cc1 (configuration not stated)

Screening data deposited in PubChem by National Center for Advancing Translational Sciences (NCATS).
